HMGR II inh: inhibitors of E. faecalis class II HMGR, primary screen, biochemical, Enterococcus faecalis | HMG-CoA reductase (Enterococcus faecalis, mvaE) | purified E. faecalis HMGR, NADPH absorbance 340 nm kinetic | inhibition, % at 10 µM | actives 0.41% (n = 190,000);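 active = inhibition above a set limit, the median over all tested compounds plus 3 SD, cut at about 9.5% in these data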;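 also: enzyme runs in reverse so mevalonate oxidation gives rising NADPH absorbance; 0% = complete reaction with DMSO and 100% = background rate lacking mevalonate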
TNAP inh hiacc: human TNAP enzyme inhibitors, primary screen, biochemical, luminescent, high phosphate acceptor level, uHTS; inhibition, % at 20 µM; actives 0.03% (n = 200,000); AID 1135, 2008; purified TNAP, CDP-star luminescence, 1 M DEA; Alkaline phosphatase, tissue-nonspecific isozyme (Homo sapiens), P05186;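 active = over 50% inhibition of tissue-nonspecific alkaline phosphatase at 20 µM in the single-dose screen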;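 also: plate controls were DMSO wells for no effect and EDTA-quenched wells as full inhibition for full effect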
Target sequence (P05186 whole entry, looked up): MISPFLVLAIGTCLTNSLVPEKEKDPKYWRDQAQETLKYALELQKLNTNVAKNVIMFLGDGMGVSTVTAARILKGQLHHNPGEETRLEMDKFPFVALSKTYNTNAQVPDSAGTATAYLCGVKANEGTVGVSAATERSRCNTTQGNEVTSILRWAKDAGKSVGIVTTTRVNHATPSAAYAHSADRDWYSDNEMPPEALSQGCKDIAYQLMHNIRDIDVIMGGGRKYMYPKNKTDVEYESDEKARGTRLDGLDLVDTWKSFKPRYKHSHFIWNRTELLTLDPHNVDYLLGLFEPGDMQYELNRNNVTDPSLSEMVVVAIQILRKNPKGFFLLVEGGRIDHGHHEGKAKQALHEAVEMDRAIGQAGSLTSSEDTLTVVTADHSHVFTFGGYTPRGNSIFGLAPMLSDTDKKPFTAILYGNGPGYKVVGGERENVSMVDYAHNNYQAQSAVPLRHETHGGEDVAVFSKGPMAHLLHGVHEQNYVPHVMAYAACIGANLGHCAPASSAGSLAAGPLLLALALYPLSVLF
RAM inhibit: inhibitors of the yeast RAM network, primary screen, dse1pr::URA3 reporter, 5-FOA selection; inhibition, % at 50 µM; S. cerevisiae dse1pr::URA3 reporter, 5-FOA growth OD615, 2 d; analog-sensitive cbk1-as2 kinase mutant strain; actives 1.8% (n = 190,000);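 active = inhibition above a set limit, 3 SD over mean compound inhibition, cut at about 8.4% in these data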;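 also: 0% = DMSO-only wells with no growth and 100% = 10 µM 1-NA-PP1 full growth; inhibition rescues growth on 5-FOA so higher OD means more RAM inhibition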
Hsp70 activator: Hsp70 transcriptional activators, primary screen, cell-based, HeLa, Hsp70 promoter luciferase, luminescence, 10 µM; HeLa Hsp70 promoter luciferase reporter; scaled: vehicle 0, proteasome-inhibitor control 100%; activation, % at 10 µM; actives 0.04% (n = 200,000);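 active = activation above the mean across all tested compounds plus 3 SD, cutoff set per campaign, cut at about 5.5% in these data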;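 also: 100% = MG132 at 30 µM as the positive control and 0% = DMSO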
TNAP inh noacc: human TNAP enzyme inhibitors, primary screen, biochemical, luminescent, no phosphate acceptor, uHTS | actives 0.26% (n = 200,000) | inhibition, % at 20 µM | purified TNAP, CDP-star luminescence, 30 min | AID 1012, 2008 | Alkaline phosphatase, tissue-nonspecific isozyme (Homo sapiens), P05186;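 active = tissue-nonspecific alkaline phosphatase inhibition above about 50% at 20 µM in the single-dose screen, limit read from the data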;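 also: 0% = DMSO negative control and 100% = EDTA positive control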
Lmaj promast: Leishmania major promastigote growth inhibition, primary screen | AID 1063, 2008 | Leishmania major promastigotes, resazurin fluorescence viability | actives 9% (n = 200,000) | inhibition, % at 10 µM; in the data active = inhibition above about 50%;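 also: promastigotes grown with compound for 44 hours at 28 °C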
Redox H2O2 prof: compounds producing H2O2 with reducing agent – biochemical, NIH compound library profiling, artefact control for MLSCN library redox annotation, primary screen. DTT-dependent redox cycling H2O2, phenol red/HRP absorbance; 100% = 100 µM peroxide control, 0% = buffer. activation, % at 10 µM. actives 0.03% (n = 200,000);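 active = activation of at least 50% relative to the plate's high and low controls in the primary single-dose screen; inactive = activation below 50%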;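 also: compound incubated with DTT at 0.8 mM final as the reducing agent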
S1P3 antag: S1P3 receptor antagonists, primary screen, cell-based; actives 0.27% (n = 170,000); inhibition, % at 4.98 µM; CHO S1P3 NFAT-BLA reporter, FRET fluorescence, antagonist mode;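 active = inhibition above the plate cutoff, the mean inhibition of test wells on that plate plus 3 SD, cut at about 28% in these data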;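 also: cells challenged with S1P at its EC80 of 0.8 µM; blue over green emission ratio from cleaved BLA substrate after 4 h stimulation; 0% = S1P-stimulated wells and 100% = unstimulated DMSO-only wells; some compounds past the cut are filed as inactive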
PMI activator: activators of human PMI, primary screen, biochemical, fluorescence intensity, near-Km mannose 6-phosphate; purified human PMI, coupled resazurin fluorescence, 20 min; stronger effect = higher value; 1 = vehicle control, 0 substrate-free wells; Mannose-6-phosphate isomerase (Homo sapiens), P34949; AID 1214, 2008; activation factor at 20 µM; actives 0.005% (n = 190,000);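 active = activation factor of 2 or more at 20 µM, relative to plate controls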
Target sequence (P34949 whole entry, looked up): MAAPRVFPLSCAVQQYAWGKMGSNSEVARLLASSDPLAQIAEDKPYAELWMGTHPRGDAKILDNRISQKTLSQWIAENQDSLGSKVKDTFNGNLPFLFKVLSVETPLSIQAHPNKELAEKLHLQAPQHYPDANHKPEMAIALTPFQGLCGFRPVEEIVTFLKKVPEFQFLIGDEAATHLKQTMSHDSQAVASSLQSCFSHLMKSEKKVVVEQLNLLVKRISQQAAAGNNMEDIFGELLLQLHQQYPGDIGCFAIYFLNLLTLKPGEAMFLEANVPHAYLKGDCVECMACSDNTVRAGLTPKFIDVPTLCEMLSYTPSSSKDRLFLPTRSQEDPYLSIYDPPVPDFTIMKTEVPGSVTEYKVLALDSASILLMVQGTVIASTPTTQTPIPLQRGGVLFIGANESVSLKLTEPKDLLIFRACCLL
PMI act hi M6P: human PMI activators, high substrate, primary screen, biochemical, fluorescence intensity, near-saturating mannose 6-phosphate; activation factor at 20 µM; coupled PMI enzyme assay, resazurin fluorescence, 20 min; stronger effect = higher value; 1 = untreated enzyme, 0 = substrate-free blank; Mannose-6-phosphate isomerase (Homo sapiens), P34949; actives 0.34% (n = 190,000);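 active = activation factor of 2 or more at 20 µM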
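Test system: human phosphomannose isomerase with PGI, G6PDH, diaphorase coupling enzymes; Amount: PMI at 15 ng/mL final; Reagent: Mannose-6-phosphate 1.0 mM (near-saturating) plus 0.22 mM NADP+; Timing: 20 min, room temperature; Technique: resorufin fluorescence at Ex 544/Em 590 nm; Dosing: 20 µM single dose.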
The depositor's hits bear a star; · = no result given.

Each structure is followed by: HMGR II inh	TNAP inh hiacc	RAM inhibit	Hsp70 activator	TNAP inh noacc	Lmaj promast	Redox H2O2 prof	S1P3 antag	PMI activator	PMI act hi M6P
CCn1c(CNC(=O)c2cccs2)nnc1SCC(=O)Nc1ccc(Cl)cc1
 : -5	-1	2.8	-0.4	-2	-4	2.9	·	1.1	1.1
Cc1ccc(C(=O)NS(=O)(=O)c2ccccc2)cc1
 : -3	1	0.8	-0.3	0	-9	0.0	-13	·	·
COc1ccccc1NC(=O)COc1cc(Br)c(CNCCCN2CCOCC2)cc1OC
 : 0	0	1.0	0.0	-2	55*	1.9	-2	0.9	0.9
CC(=O)NC1=NN(C(C)=O)C(C)(c2ccc(Br)cc2)S1 (stereo unspecified)
 : -2	2	-0.4	-0.1	-6	12	0.0	2	1.1	1
Cn1c(C(=O)NCCCN2CCc3ccccc3C2)cc2c(=O)n(C)c3ccccc3c21
 : 0	-5	1.0	0.0	-13	50	-1.4	·	0.9	0.8
O=C(Nc1ccc(Cl)cc1)N(Cc1nnc2n1CCCCC2)c1ccccc1
 : -4	-4	1.1	-0.5	-12	0	3.0	12	1	1.1
CCCCn1nnnc1NCc1cccs1
 : 2	-1	1.0	-0.1	-2	-4	1.2	-3	0.8	0.9
O=C(O)C1CC=CCC1C(=O)NCCc1csc(-c2ccccc2)n1 (stereo unspecified)
 : -3	-3	-0.6	-0.3	-2	-8	0.7	6	1.2	1.2
Cc1csc2nc(CNS(=O)(=O)c3ccc4c(c3)OCCO4)cn12
 : -3	-5	2.3	-0.4	-1	1	-1.6	-27	1	1
O=C(CC1C(=O)NCCN1C(=O)Nc1ccc(Cl)cc1)Nc1ccc(F)cc1 (stereo unspecified)
 : -2	-2	0.1	0.1	-10	6	-2.3	3	1	1
O=C(CCCN1C(=O)CSc2ncccc21)N1CCN(c2cccc(C(F)(F)F)c2)CC1
 : -10	-4	0.3	-0.5	-9	4	-0.8	-23	0.9	0.9
O=C(CCNS(=O)(=O)c1cccc2nsnc12)NCc1ccco1
 : -2	-3	0.2	-0.2	-14	0	-1.1	-10	1.2	1.1
Cc1ccccc1OCCNc1cc(N2CCN(CCO)CC2)ccc1[N+](=O)[O-]
 : -5	14	-0.7	-0.3	8	48	0.3	-2	0.9	1
O=C(COc1ccc(Cl)cc1Cl)NCc1ccco1
 : -4	-4	-0.9	0.1	-5	-4	-1.3	-2	0.9	0.9
CCn1c(COc2ccc(=O)n(-c3ccccc3)n2)nnc1SCc1ccc(OC)cc1
 : -2	2	0.7	0.0	-6	8	2.0	·	1	1
Cc1ccccc1NC(=S)NC12CN3CN(CN(C3)C1)C2
 : -6	-4	0.4	0.2	-16	1	-0.9	16	1	1
COc1cc(NC(=O)C2CCCCC2)c(OC)cc1NC(=O)CN1CCCCC1
 : 0	-1	-1.4	0.7	-6	24	1.5	5	1	0.9
COC(=O)CCCCNC(=O)Nc1ccccc1
 : 0	-5	-0.7	-0.2	-4	-9	-2.1	-6	1.1	1
Cc1cccc(NC(=O)CO/N=C/c2ccc3c(c2)OCO3)c1
 : -4	0	1.9	-0.1	-6	-8	0.4	-5	0.9	0.9
C/C(=N/NS(=O)(=O)c1ccccc1)c1ccc(NC(=O)C(F)(F)F)cc1
 : -2	-2	3.4	-0.4	14	-3	-0.4	-4	1	1.1
CN(C(=O)CSc1nnc(N)s1)c1c(N)n(Cc2ccccc2)c(=O)[nH]c1=O
 : 0	-3	-1.4	-0.2	-8	-1	0.7	·	1	1.1
O=C(CSc1nccn1Cc1ccccc1)NCc1ccccc1
 : -3	-1	1.2	0.0	-5	-4	0.4	·	0.9	1
Cc1ccc(/C=c2/sc3n(c2=O)CCCN=3)o1
 : 1	0	3.6	-0.2	-12	4	-1.8	·	1.4	1.2
CC(C)(C)NC(=S)NCCc1ccccc1
 : -4	0	-0.5	-0.2	-5	4	0.1	9	0.9	0.9
Cc1c(NS(=O)(=O)c2ccc(N(C)C3CCCCC3)c([N+](=O)[O-])c2)c(=O)n(-c2ccccc2)n1C
 : -2	9	1.8	-0.1	2	50*	-0.6	-17	1	1
Cc1cc(C(=O)NCc2cccnc2)no1
 : -7	-3	1.1	-0.2	-11	-10	-2.5	13	1	1
CC1CC(C)CN(C(=O)c2cc3c(s2)CCC3)C1 (stereo unspecified)
 : -6	-4	0.9	-0.1	-19	4	0.7	·	1	1
COc1ccc(-c2c(C)sc(NC(=O)c3ccnn3C)c2C#N)cc1
 : 0	-6	0.7	0.0	-10	-8	-0.5	-1	0.9	0.8
CN(CC(=O)Nc1ccc(Cl)c(Cl)c1)C(=O)C12CC3CC(CC(C3)C1)C2
 : 1	0	1.7	-0.1	-24	92*	-0.2	10	0.9	0.8
Cc1cc(C)nc(/N=C(\N)Nc2cccc([N+](=O)[O-])c2)n1
 : -1	0	1.8	-0.4	3	13	-0.2	-5	0.9	1
COC(=O)c1cc(OC)c(OC)cc1NC(=O)Nc1ccccc1OC
 : -6	-7	-0.1	-0.3	-13	-4	-1.2	-4	1	1
O=C(CNC(=O)c1cccs1)NCC(=O)OCc1c(Cl)cccc1Cl
 : ·	-4	3.0	0.0	-12	0	-3.1	·	1	1
O=C(NCc1ccco1)/C(=C/c1cccnc1)NC(=O)c1cccc(Br)c1
 : -5	-3	-0.3	-0.5	-6	-7	1.7	·	1	0.9
CCOC(=O)c1c(NC(=O)CSc2nc3c(c(=O)n(C)c(=O)n3C)n2CC)sc(C)c1C
 : ·	-1	·	·	-6	·	·	12	0.9	0.9
Cc1cc([N+](=O)[O-])nn1Cc1ccc(C(=O)N/N=C/c2ccccc2)cc1
 : 0	-3	3.7	-0.3	-8	6	0.0	3	0.9	0.9
COc1cc(NC(=O)c2ccccc2Cl)c(OC)cc1NC(=O)CN1CCCCC1
 : 1	-5	1.4	-0.1	-4	24	0.0	-2	·	·
Cc1ccc(CNC(=O)C(Cc2ccccc2)NS(=O)(=O)c2ccc(Br)s2)cc1 (stereo unspecified)
 : 5	-4	2.2	-0.5	-10	26	-0.2	-12	0.9	0.9
COc1cc(C2Nc3cc(Cl)c(S(N)(=O)=O)cc3S(=O)(=O)N2)cc(OC)c1OC (stereo unspecified)
 : 2	-3	0.7	0.4	24	-2	0.4	-12	0.8	1
Cc1cccc(C)c1NC(=O)NC1(C(=O)NCCN2CCOCC2)CCCCC1
 : -3	1	1.6	-0.3	-5	-1	-0.1	-12	0.9	0.9
Cc1ccc(C(=O)NC(=S)Nc2ccc3[nH]c(=O)[nH]c3c2)cc1C
 : -6	-2	4.0	-0.4	-9	-5	-0.2	-13	0.9	0.9
COc1ccc(Oc2ccc(N/C=C3\CCCC3=O)cc2)cc1
 : 5	3	1.1	0.1	-7	43	0.2	-3	1	1.1
C/C(=N\NC(=O)c1nn(C)cc1Br)c1cccc(NC(=O)C2CCCC2)c1
 : -2	-5	-0.5	0.0	0	1	-4.5	·	1.1	1.1
CCOC(=O)C1CCN(Cc2coc3c(Cl)cc(Cl)cc3c2=O)CC1
 : 1	0	2.9	-0.3	2	6	5.2	·	1	1
C/C(=N\N(Cc1ccccc1)c1ccccc1)c1ccncc1
 : -4	-1	3.8	-0.3	21	35	0.1	-6	1.5	1.5
Cn1c(=O)oc2cc(S(=O)(=O)N3CCCC(C(=O)Nc4ccccn4)C3)ccc21 (stereo unspecified)
 : -1	-6	-0.8	-0.4	-2	-3	-1.2	·	1.1	1.1
CC1(C)Cc2c(sc(NC(=O)c3ccco3)c2C(=O)O)CO1
 : 2	-6	0.0	-0.2	-14	3	0.3	·	1	1
O=C(CC(=O)NN=C1CCCCCC1)NCc1cccnc1
 : 15*	-5	-0.7	0.1	-12	-5	0.1	-21	1.1	1.1
FC(F)(F)c1cc(N2CCOCC2)nc(-c2ccccc2)n1
 : -4	7	1.4	-0.2	-4	-2	0.2	3	0.9	1
CC1CN(C(=O)CSc2nc(-c3ccccc3)cs2)CC(C)O1 (stereo unspecified)
 : 1	-2	1.9	-0.3	-6	-4	0.1	·	1	1
Cc1ccc(C)c(NC(=O)COc2cccc3c2CCN(Cc2ccccc2C)C3=O)c1
 : -4	-6	3.1	-0.2	-15	3	0.6	3	0.9	1
C(=C\c1ccccc1)/CN1CCN(C(c2ccccc2)c2ccccc2)CC1
 : -3	-1	0.7	-0.5	-10	27	1.3	-2	1	1
O=C(Nc1cc(SCCO)cc([N+](=O)[O-])c1)c1ccco1
 : 1	-4	0.4	-0.4	-9	61*	-0.2	-19	1.1	1.1
Clc1ccc(CSc2nnc(/C=C/c3ccccc3)o2)c(Cl)c1
 : 2	0	9.6*	-0.2	-5	-6	2.3	·	0.9	0.8
O=C(c1ccc(NC(=S)NCc2ccc(Cl)cc2)cc1)N1CCCCC1
 : -5	-4	3.0	-0.1	-13	24	-0.4	2	1.1	0.9
O=C(O)CC1S/C(=N/N=C/c2ccc(-c3ccc(Cl)cc3[N+](=O)[O-])o2)NC1=O (stereo unspecified)
 : -2	2	3.8	-0.2	5	99*	-0.5	·	0.4	0.5
Cc1ccc(C)c(NC(=O)Cn2nnc(C(=O)NCc3cccs3)c2N)c1
 : 3	-4	2.3	-0.3	-15	-2	2.1	·	1.1	1.1
C/C(=N\N=C(N)N)c1cccc(Cl)c1
 : 1	0	0.8	0.0	-5	9	-0.3	-7	0.9	0.9
CCN(CC)CCn1c2ccccc2c2cnc(N=CN(C)C)c(C#N)c21
 : 5	-3	-0.8	0.0	-10	45	-0.1	0	0.8	0.9
CN(C)c1nc(NCc2ccccc2)nc(N/N=C/c2ccc(Br)cc2)n1
 : -4	-4	-1.9	-0.2	-2	49	1.1	-26	1	1
COc1cccc(CC(=S)N2CCOCC2)c1
 : -2	-1	-1.1	0.1	-7	26	-0.2	-1	0.8	0.9
CCOC(=O)c1ccc(N2C(=O)CC(N3CC(C)OC(C)C3)C2=O)cc1 (stereo unspecified)
 : 0	-3	-0.3	-0.1	-8	-9	-0.3	-32	1	0.9

Source: PubChem (several laboratories)

Not a hit list; 12% or so of the library scored in one or more.
